# UHRF1 MBD2 ctr: human UHRF1 methylated DNA binding inhibitors; hit rate 0.75% among 370,000; Q96T88; UHRF1 binding to methylated oligo, TR-FRET; inhibition, % at 4.4 µM; in the data active means inhibition above about 21%;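 further: UHRF1 SRA domain binding a hemimethylated CpG hairpin DNA probe; 0% = median of test compound wells and 100% = reference inhibitor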
# PRMT1 FP inh: blocks human protein arginine methyltransferase 1 | AID 652257 | hit rate 1.3% among 370,000 | inhibition, % at 2.79 µM | Q99873 | recombinant PRMT1, activity-based probe fluorescence polarization;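 active means inhibition above about 21% made by adding two undisclosed values, limit read from the data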
# DDE Tn7 FP inh: inhibitors of Tn7 peptide binding to human fibrin DD(E); P02675; FP displacement of FITC-Tn7 peptide from fibrin DD(E); 0% = median of compound wells per plate; inhibition, % at 8.3 µM; hit rate 0.13% among 370,000; AID 720508;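 active means inhibition above the mean of compounds falling within the control limits plus 3 SD of them, cut at about 14% in these data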;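 further: 0% = plate median of compound wells and 100% = 10 µM Aha-Tn7 peptide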
# Target sequence (P02675 whole entry, looked up): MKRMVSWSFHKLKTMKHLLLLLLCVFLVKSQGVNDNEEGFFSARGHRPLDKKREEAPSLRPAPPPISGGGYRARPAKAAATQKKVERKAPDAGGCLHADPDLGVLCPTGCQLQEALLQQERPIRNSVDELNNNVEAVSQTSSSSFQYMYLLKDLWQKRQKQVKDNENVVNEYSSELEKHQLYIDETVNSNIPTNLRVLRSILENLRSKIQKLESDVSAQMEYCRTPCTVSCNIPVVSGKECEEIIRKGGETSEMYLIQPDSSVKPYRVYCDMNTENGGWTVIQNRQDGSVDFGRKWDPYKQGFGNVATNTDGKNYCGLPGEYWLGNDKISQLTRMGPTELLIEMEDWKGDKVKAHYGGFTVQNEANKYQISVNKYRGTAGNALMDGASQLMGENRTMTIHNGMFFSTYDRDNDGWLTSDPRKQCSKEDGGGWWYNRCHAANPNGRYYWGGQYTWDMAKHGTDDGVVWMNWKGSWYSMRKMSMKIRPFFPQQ
#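 Assay system: Human clot-derived fibrin DD(E) complex | Buffer or medium: Tris/NaCl/CaCl2 buffer, pH 7.8 | Repeats: One replicate per compound | Benchmarks: Aha-Tn7 high control | Measure: % inhibition scaled between sample-field median and high-control FP | Schedule: 10 min plus 3 h, room temperature | Signal: Fluorescence polarization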
# LEDGF integ inh: blocks HIV-1 LEDGF/p75-dependent DNA integration. hit rate 0.64% among 370,000. TR-FRET IN-LEDGF/p75 DNA integration, Eu/Cy5. inhibition, % at 3.7 µM;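 active means inhibition above the screen-wide mean plus 3 SD, cut at about 13% in these data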;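 further: signal is the Cy5 over europium emission ratio at 671 and 618 nm; 0% = plate median of compound wells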
# HTRA1 inhibitor: HTRA1 (human) protease inhibition. Q92743. recombinant HTRA1, FP-rhodamine activity-based probe, fluorescence polarization. inhibition, % at 5.96 µM. hit rate 0.5% among 340,000; in the data active means inhibition above about 36%;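 further: 0% = enzyme with DMSO and 100% = wells lacking enzyme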
# Target sequence (Q92743 whole entry, looked up): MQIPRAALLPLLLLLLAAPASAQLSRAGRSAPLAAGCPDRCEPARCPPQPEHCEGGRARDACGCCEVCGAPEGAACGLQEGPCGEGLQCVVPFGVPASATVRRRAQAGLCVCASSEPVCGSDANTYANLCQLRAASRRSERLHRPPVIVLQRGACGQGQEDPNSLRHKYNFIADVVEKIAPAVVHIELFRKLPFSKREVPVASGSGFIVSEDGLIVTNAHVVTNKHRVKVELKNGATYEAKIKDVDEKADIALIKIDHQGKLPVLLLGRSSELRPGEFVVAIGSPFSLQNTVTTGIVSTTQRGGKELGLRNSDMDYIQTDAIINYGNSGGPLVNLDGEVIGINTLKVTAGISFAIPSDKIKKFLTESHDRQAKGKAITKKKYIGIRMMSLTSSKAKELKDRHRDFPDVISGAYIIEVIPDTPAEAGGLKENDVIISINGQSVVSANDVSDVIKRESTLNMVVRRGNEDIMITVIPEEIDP
# ABHD4 inh: inhibitors of mouse ABHD4. Q8VD66. purified mABHD4, FP-Rh probe fluorescence polarization. inhibition, % at 8.92 µM. hit rate 0.54% among 370,000;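 active means inhibition exceeding the mean over every tested compound plus 3 SD, cut at about 30% in these data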;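 further: 0% = plate median of compound wells and 100% = S159A mutant with DMSO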
#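 System: mouse ABHD4 enzyme, wild type / Medium: HEPES pH 7.0, NaCl, Pluronic buffer / Reagent: FP-Rh activity-based fluorescent probe / Control set: S159A mutant high control, sample median low control / Detection: fluorescence polarization with parallel and perpendicular emission, 525/598 nm / Schedule: 45 min + 60 min at 25 °C / Compound dosing: 8.92 µM, single dose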
# PG9 Ab binder: small molecules binding HIV-1 gp120 antibody PG9; AID 624416; inhibition, % at 6.7 µM; TR-FRET gp120-PG9 antibody binding; hit rate 0.43% among 360,000; in the data active means inhibition above about 8.5%
# TDP2 absorb: blocks human TDP2 phosphodiesterase activity; O95551; recombinant TDP2, T5PNP hydrolysis, p-nitrophenol absorbance 415 nm; inhibition, % at 12.8 µM; hit rate 0.34% among 370,000; AID 720702;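 active means inhibition above the mean of all tested compounds plus 3 SD, set per campaign, cut at about 25% in these data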;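 further: 0% = DMSO with enzyme and 100% = buffer with substrate but no TDP2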
#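 System – recombinant human TDP2 · Amount – 120 nM TDP2 per well · Buffer or medium – Mg2+-containing Tris-HCl buffer, pH 7.5 · Reagent – T5PNP substrate, 5 mM · Dosing – 12.8 µM single point, 1% DMSO · Incubation – 2 h at 37 °C · Measured by – epi absorbance · Read-out basis – percent inhibition · Benchmarks – high control without enzyme, low control DMSO plus TDP2 · Repeats – singlicate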
# SIAE primary: blocks human sialic acid acetylesterase | Q9HAT2 | SIAE FP-Rh probe binding, fluorescence polarization | inhibition, % at 9.66 µM | hit rate 0.69% among 370,000 | AID 1053197;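 active means inhibition above a cutoff: mean of compounds within the control limits plus 3 SD of those, cut at about 17% in these data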;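 further: 0% = plate median of compound wells and 100% = probe without SIAE protein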
# TCR CD3 inh: blocks the human TCR-CD3 interaction; hit rate 0.37% among 360,000; TAMRA-labeled TCR probe fluorescence, biochemical; inhibition, % at 9.4 µM; in the data active means inhibition above about 19%;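 further: recombinant mutant TCR 2C K166C tagged with TAMRA read by polarization; 0% = receptor in buffer alone and 100% = receptor with positive control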
# Numbers without * were called inactive; · = not tested or not shown.
# Start of the data: the first 2 entries as a preview:
Compound,UHRF1 MBD2 ctr,PRMT1 FP inh,DDE Tn7 FP inh,LEDGF integ inh,HTRA1 inhibitor,ABHD4 inh,PG9 Ab binder,TDP2 absorb,SIAE primary,TCR CD3 inh
COc1ccccc1Nc1cc(C(=O)NCCCN2CCOCC2)c2ccccc2n1,-2,-2,4,-4,1,0,2.1,-8,0,13
CSCCC(C(=O)N1C[C@]2(C)C[C@H]1CC(C)(C)C2)N1C(=O)c2ccccc2C1=O (some centres undefined),0,-2,5,3,-10,2,1.1,-4,12,-8

# Results (from the top)
Compound,UHRF1 MBD2 ctr,PRMT1 FP inh,DDE Tn7 FP inh,LEDGF integ inh,HTRA1 inhibitor,ABHD4 inh,PG9 Ab binder,TDP2 absorb,SIAE primary,TCR CD3 inh
COc1ccccc1Nc1cc(C(=O)NCCCN2CCOCC2)c2ccccc2n1,-2,-2,4,-4,1,0,2.1,-8,0,13
CSCCC(C(=O)N1C[C@]2(C)C[C@H]1CC(C)(C)C2)N1C(=O)c2ccccc2C1=O (some centres undefined),0,-2,5,3,-10,2,1.1,-4,12,-8
Cc1cc2c3c([nH]c2cc1S(=O)(=O)NCc1ccc(CN2CCCCCC2)o1)CC(C)(C)CC3=O,1,-3,1,1,-6,11,-1.3,7,11,-1
COc1ccc(C)cc1NC(=O)c1ccc(NS(=O)(=O)c2cccc3cccnc23)cc1,1,-2,-4,5,-41,-25,-1.6,-5,-24,5
Cc1ccc(-c2[nH]nc3c2C(c2ccccc2OC(=O)N2CCOCC2)C(C#N)=C(N)O3)cc1 (centres undefined),4,2,-6,-1,·,7,-1.7,9,3,4
C=CCN1C(=O)[C@H](CC(=O)NCc2cccc3ccccc23)[C@@]2(C(=O)OCC)CCCC=C12,1,6,-4,4,·,-3,·,-5,-2,·
Cc1c(C(=O)N2CCCCCC2)c(S(=O)(=O)NCc2ccccc2Cl)c(C)n1C,-2,-1,-10,0,-5,-5,-2.2,9,2,10
CC(NC(=O)CN1CCC(C(N)=O)CC1)c1ccccc1 (centres undefined),4,-4,-3,3,2,-4,0.1,-9,-6,-10
Cc1ccc(NC(=O)CSc2nc(C)cc(=O)[nH]2)c(C)c1,0,-1,-1,0,·,0,·,-4,-2,·
CCN(CC)S(=O)(=O)c1ccc2c(c1)nc(CCC(=O)OCC(=O)N1CCc3ccccc31)n2C,-3,2,3,2,1,3,0.6,7,0,6
CCOc1ccc2nc(SCC(=O)NC3CCCCC3)[nH]c2c1,-2,-3,8,0,5,4,-1.0,18,1,5
CNc1cccc(-c2ccc(C(=O)N3CCOCC3)cc2)n1,-2,-4,-3,-2,·,1,-0.9,3,1,-1
CCN(CC(=O)Nc1cc(Cl)ccc1C)CC(=O)NC1CC1,2,1,0,0,7,-2,0.1,2,-3,-7
COc1ccc(NC(=O)N2CCN(c3cccc(C(F)(F)F)c3)CC2)cc1OC,3,0,-3,-2,2,3,-2.1,5,4,4
O=C(NCCCN1CCCC1=O)c1cccc(S(=O)(=O)N2CCCCC2)c1,-1,-3,5,1,4,-2,-0.1,7,0,-3
C=CCN(c1ccc(Cl)cc1)S(=O)(=O)c1cccc(C(=O)OCC(=O)N(C)C)c1,4,-4,-1,11,-7,-19,-1.2,-9,6,-6
CC1=C(C(=O)N(C(C)C)C(C)C)CC(CC(=O)NC2CC2)C(=O)N1CCC1=CCCCC1 (centres undefined),-1,-1,0,-2,·,0,-0.6,0,1,4
C[C@H]1CN=C(Nc2ccccc2)N1CCCC1CCCCC1,-2,-3,8,0,0,-1,-2.0,-5,7,3
Cc1cc2nc(-c3ccccc3)cc(=O)n2[nH]1,-1,3,-8,-1,3,6,-0.2,-5,0,1
Cc1c(CCO)c(=O)oc2n[nH]c(-c3ccccc3)c12,-6,0,-4,0,4,4,0.1,-3,5,5
CCOC(=O)c1nn(-c2ccc(C)cc2)c(=O)cc1OCC(=O)N1CCN(c2ccccc2)CC1,-2,5,-4,-4,-2,9,0.4,6,3,-2
CCOC(=O)c1c(C)oc2c1cc(NS(=O)(=O)c1ccc(C(=O)O)cc1)c1ccccc12,-2,7,1,2,-27,28,-3.3,34*,-5,2
COc1cc(CN2CCN(C(=O)CC(C)C)CC2)cc(OC)c1O,2,0,-3,-4,4,11,1.1,6,9,-7
CC(CNC(=O)[C@@H](Cc1ccccc1)NC(=O)[C@H]1O[C@@H](n2cnc3c(=O)[nH]c(N)nc32)[C@H](O)[C@@H]1O)c1ccccc1 (some centres undefined),1,-1,7,-1,·,-10,-0.9,4,4,-4
Cc1cc(C)c(NC(=O)CSc2nc3ccc(NC(=O)CSc4nnnn4-c4ccccc4)cc3s2)c(C)c1,-1,-2,5,-2,-7,-7,-0.4,2,8,6
CCc1ccc(CNC(=O)C2CCN(S(=O)(=O)N3CCCCC3)CC2)cc1,-1,1,4,3,1,-6,2.7,4,-2,-2
O=C1CC/C=C\C[C@@H](CC(=O)N(CCO)Cc2ccccc2)C(=O)NC[C@@H](c2ccccc2)O1,1,-2,-8,0,-4,3,-0.6,6,0,1
CC(=O)Nc1c(S(=O)(=O)c2ccccc2)c2nc3ccccc3nc2n1Cc1ccccc1,-3,6,2,3,-2,-3,4.5,2,-3,-4
CC(=O)c1ccc(OCCCC(=O)NNC(=O)c2ccccn2)cc1,1,1,2,-9,9,26,-0.5,-6,8,-2
O=C(O)/C=C/c1cn(Cc2ccccc2)nc1-c1cccnc1,-1,2,-5,3,5,6,-0.8,10,4,10
O=C(CSc1nnc(CNc2ccc(F)cc2)n1CC1CCCO1)Nc1ccccc1 (centres undefined),0,3,9,-1,1,-5,0.4,-2,5,-2
COCCNC(=O)C(c1ccc(F)cc1)N(CCOC)C(=O)CCC(=O)Nc1ccccn1 (centres undefined),1,-1,3,3,0,5,-0.2,8,5,8
Cc1cc2occ(CC(=O)O)c2cc1C,-1,-1,5,2,1,1,1.0,-5,2,2
Cc1ccccc1NC(=O)NCC1CCN(Cc2cccc(Cl)c2)CC1,0,1,5,0,-1,0,-2.3,5,-7,3
O=S1(=O)CC(N2CCCCC2)CN1Cc1cn(Cc2ccc(F)cc2)nn1 (centres undefined),7,6,3,4,·,-3,0.0,-5,-3,-3
O=C(Nc1cc(Cl)ccc1N1CCOCC1)C1=COCCO1,1,4,1,-1,-8,4,0.0,9,-9,0
CCN(CC)C(=O)c1[nH]cnc1C(=O)Nc1ccc(Cl)cc1,-1,2,-1,0,11,-5,0.1,-5,1,-8
CCCS(=O)(=O)N1CCN(CCCc2ccccc2)CC1,6,-3,-2,5,12,-2,-2.4,-15,-11,6
Cc1cccc(C)c1NC(=O)C1(C)CCC(=O)N1CCOc1ccccc1 (centres undefined),-1,-3,-3,1,·,1,1.7,9,3,3
COc1cccc(C(C)=C2SC(=S)NC2=O)c1,1,3,2,3,-1,-7,1.4,2,-2,-3
O=C(Nc1cc2cccc([N+](=O)[O-])c2oc1=O)c1cccs1,2,-1,0,3,0,13,0.6,-4,0,0
COc1ccc(NC(=O)/C(=C\c2ccncc2)NC(=O)c2ccccc2)cc1,1,-1,2,7,-4,-6,-2.8,4,10,-2
CC(OC(=O)c1cc(S(=O)(=O)Nc2ccc(F)cc2)ccc1Cl)C(=O)Nc1ccc2c(c1)OCCO2 (centres undefined),0,-5,-7,4,-20,-17,-1.1,0,2,2
COc1cccc(Cn2nnc3c(=O)[nH]c(C4CCCN(C(=O)c5ccccc5Cl)C4)nc32)c1 (centres undefined),-2,-2,-7,-2,-8,-2,1.0,-5,2,0
CCOc1ccc(NC(=O)CN(C)C(=O)c2cc(C)oc2C)cc1OCC,4,3,2,-4,6,-4,-3.0,9,-1,2
COc1ccc(CC(NC(C)=O)C(=O)NC2CCN(S(=O)(=O)c3ccccc3)CC2)c(OC)c1 (centres undefined),0,-2,-5,1,-6,-5,-1.1,13,0,0
CCOc1ccc(NC(=O)CN(C)C(=O)c2ccc(C)o2)cc1OCC,4,1,0,0,2,-12,-0.4,-22,-10,4
CC(C)CN(C(=O)c1cccc(S(=O)(=O)N2CCN(C)CC2)c1)C1CCS(=O)(=O)C1 (centres undefined),-1,-7,-5,3,-1,-6,2.2,-19,-5,6
O=C1Cc2ccccc2Sc2ccc(Cl)cc21,-3,-1,-4,5,-23,-3,3.6,0,0,4
COc1ccc(NS(=O)(=O)c2cccc(C(=O)NC3CCC(O)CC3)c2)cc1 (centres undefined),5,3,0,-4,0,-3,-2.9,2,-3,-4

# Other records.
Compound,UHRF1 MBD2 ctr,PRMT1 FP inh,DDE Tn7 FP inh,LEDGF integ inh,HTRA1 inhibitor,ABHD4 inh,PG9 Ab binder,TDP2 absorb,SIAE primary,TCR CD3 inh
Cc1nc2ccccc2c(=O)n1NC(=O)c1c(O)c2c(n(CC(C)C)c1=O)CCCC2,1,0,0,0,31,-9,0.8,-1,-3,-1
O=C(Nc1nc2ccccc2s1)c1cc(-c2ccccc2)nn1-c1ccccc1,0,2,8,2,-14,-8,-0.5,-4,-20,4
COc1ccc(-c2nc(C(=O)NCC3CCCO3)cc3c2[nH]c2ccccc23)cc1 (centres undefined),-2,0,5,3,-101,-40,-0.5,-1,-39,0
CC(C)Cn1c2ccccc2c2cc(C(=O)O)ccc21,2,1,7,-3,-8,-13,-0.2,-5,-2,-4
CCC/C(=N/NC(=O)c1cccc(Cl)c1)c1ccccc1,0,-4,3,0,-10,0,-1.1,-6,5,5
COc1ccc(NC(=O)CNC(=O)c2cccs2)cc1Cl,-1,2,-1,-4,-2,4,-2.2,9,2,-9
CCN(c1ccccc1)S(=O)(=O)c1cc(C(=O)NCc2ccccn2)ccc1C,-1,-2,5,-3,0,9,0.6,8,1,3
COc1ccc(Cl)cc1Nc1nc(C)nc2c1nnn2Cc1ccccc1,2,-1,7,4,-4,-13,-1.9,-25,-4,2
CCCCNC(=O)C1(C(C)=O)CC(C(=O)OCC)=NO1 (centres undefined),0,-3,1,-4,·,-2,·,12,-3,·
c1ccc(CCN(Cc2ccccc2)C2CCN(C3CCCC3)CC2)cc1,-1,-3,4,0,3,5,-0.3,8,8,1
CC1=C(C/C=C(\C)CCC[C@H](C)CCC[C@H](C)CCCC(C)C)C(=O)c2ccccc2C1=O,1,12,-2,2,·,7,-0.8,5,-1,2

# Assay outcomes: PubChem BioAssay, The Scripps Research Institute Molecular Screening Center
